Source: PubChem
USP1 inh = inhibitors of human USP1/UAF1 deubiquitinase; Potency, µM (series often up to 57.1 µM), for the others: at the top dose activity change, negative = inhibition, most hits filed as inhibitors; AID 743255; recombinant USP1/UAF1, Ub-Rhodamine cleavage fluorescence; O94782; 0.23% of 390,000 active; note: potency is the fitted concentration of half-maximal effect; % is set by controls: 0 for no effect and ±100 for the full control effect; nearly all actives have a fitted effect of over 60% in size; inactives centre near -12
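USP1/UAF1 complex at 1 nM was preincubated with compound for 15 min at room temperature, then Ub-Rho substrate (150nM final) was added. Fluorescence (480/540 nm) was read kinetically, 6 reads every 60 seconds.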
GLS inh = blocks human kidney-isoform glutaminase activity. O94925. GLS enzymatic activity, qHTS titration. Potency, µM (titrated, usually from 45.5 µM), for inactives: at the highest dose activity change, negative = inhibition, usual class: inhibitors. 0.21% of 410,000 active. AID 624170; note: potency is the fitted concentration of half-maximal effect; % is set by controls: 0 for no effect and ±100 for the full control effect
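Glutamate formation by hKGA was monitored fluorometrically using coupled glutamate oxidase, HRP and Amplex Red. Substrate was added as 1 mM L-glutamine solution; incubation was 30 min at RT after an initial read.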
PGK inhibitor = T. brucei PGK inhibition. P07378. AID 602233. Potency, µM (doses to about 57.5 µM), without a hit: top-dose activity change, negative = inhibition, usual class: inhibitors. 0.043% of 380,000 active. PGK/GAPDH coupled, Kinase-Glo luminescence, 60 min; note: potency is the fitted concentration of half-maximal effect; % is set by controls: 0 for no effect and ±100 for the full control effect; nearly all actives have a fitted effect of over 60% in size
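Luminescent ATP detection (Kinase-Glo Plus) follows a 60-minute room-temperature incubation, with wells lacking PGK as controls. Buffer: 100 mM TEA (pH 7.6), 5 mM MgCl2, 0.01% Tween-20. Coupling enzyme GAPDH (100 nM final) supplies unstable 1,3-BPG in-well.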
IDH1 R132H inh = blocks human mutant IDH1 R132H enzyme; IDH1-R132H enzyme, NADPH consumption, diaphorase/resazurin fluorescence; Potency, µM (top dose mostly 76.6 µM), for the others: at the highest dose activity change, negative = inhibition, hits mostly inhibitors; 0.093% of 390,000 active; note: potency is the fitted concentration of half-maximal effect; % is set by controls: 0 for no effect and ±100 for the full control effect; nearly all actives have a fitted effect of over 65% in size
Target sequence (O75874 whole entry R132H, stated change not applied): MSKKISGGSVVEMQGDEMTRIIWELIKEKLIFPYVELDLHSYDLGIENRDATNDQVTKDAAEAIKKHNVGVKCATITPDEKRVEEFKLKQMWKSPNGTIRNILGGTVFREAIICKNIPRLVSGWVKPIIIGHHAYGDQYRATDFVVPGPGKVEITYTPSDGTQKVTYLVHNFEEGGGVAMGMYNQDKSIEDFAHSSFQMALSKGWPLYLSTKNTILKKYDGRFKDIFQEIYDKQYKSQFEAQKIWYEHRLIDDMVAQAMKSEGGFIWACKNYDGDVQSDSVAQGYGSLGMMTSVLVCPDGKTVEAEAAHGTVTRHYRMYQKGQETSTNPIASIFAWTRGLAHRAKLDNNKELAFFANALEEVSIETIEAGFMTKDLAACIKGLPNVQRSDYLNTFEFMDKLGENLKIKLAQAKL
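IDH1-R132H (0.5 ug/mL dispensed) in pH 7.5 Tris buffer was preincubated 30 min with compound, then given a substrate mix of 0.016 mM NADPH and 2 mM alpha-KG for 80 min at room temperature; remaining NADPH was read by diaphorase/resazurin fluorescence.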
HP1b binding inh = blocks HP1-beta chromodomain binding to methylated histone tails; AlphaScreen HP1-beta / biotin-H3K9me3 peptide binding; Potency, µM (titrated, usually from 114 µM), without a hit: at the highest dose activity change, negative = inhibition, hits mostly inhibitors; 0.56% of 390,000 active; note: potency is the fitted concentration of half-maximal effect; nearly all actives have a fitted effect of over 70% in size; inactives centre near 23
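AlphaScreen: HP1-beta (50 nM) preformed 30 min with biotin-H3(1-18)K9me3 peptide (50 nM) in PBS pH 7.4, 0.01% Tween-20. Compound added for 30 min at RT, then streptavidin donor/nickel chelate acceptor beads (10 ug/mL) for 30 min.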
TrxR1 substrate = is turned over as a substrate by rat TrxR1; purified TrxR1 substrate turnover, NADPH consumption readout; Potency, µM (top dose mostly 114 µM), for inactives: top-dose activity change, negative = substrate turnover; 0.01% of 390,000 active; AID 588456; note: potency is the fitted concentration of half-maximal effect; % is set by controls: 0 for no effect and ±100 for the full control effect; nearly all actives have a fitted effect of over 50% in size
Target sequence (O89049 whole entry, looked up): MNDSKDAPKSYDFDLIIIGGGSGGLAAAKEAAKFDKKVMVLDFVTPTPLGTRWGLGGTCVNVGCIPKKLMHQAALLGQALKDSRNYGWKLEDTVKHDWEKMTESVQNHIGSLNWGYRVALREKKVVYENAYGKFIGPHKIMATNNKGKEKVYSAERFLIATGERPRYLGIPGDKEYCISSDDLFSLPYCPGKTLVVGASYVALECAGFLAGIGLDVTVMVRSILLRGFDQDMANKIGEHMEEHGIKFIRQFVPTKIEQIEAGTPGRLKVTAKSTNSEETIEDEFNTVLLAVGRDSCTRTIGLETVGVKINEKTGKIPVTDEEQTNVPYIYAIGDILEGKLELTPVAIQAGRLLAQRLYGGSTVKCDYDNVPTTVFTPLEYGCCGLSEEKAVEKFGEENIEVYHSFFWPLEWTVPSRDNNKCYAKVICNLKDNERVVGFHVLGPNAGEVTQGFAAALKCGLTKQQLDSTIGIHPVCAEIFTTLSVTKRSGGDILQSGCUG
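Rat TrxR1, dispensed at 90 nM, was prereduced with 400 uM NADPH (final) for 5 min at ~22 deg C, then incubated with compound 15 min before 400 uM selenite. A first-read NADPH fluorescence drop versus no-compound background flagged substrates.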
Pin1 inhibitor = human Pin1 inhibition. Q13526. Pin1 FP peptide displacement, HiFluor488, 10 min. Potency, µM (titrated, usually from 115 µM), for the others: at the top dose activity, negative = inhibition, actives largely listed as inhibitors. 0.009% of 390,000 active; active = well fitted inhibition curve with a large enough effect in the polarisation, with a control signal flat, not every such curve was filed as active; inconclusive = small, poorly fitted or top-dose-only effect, or effect the other way, or a change in a side signal; inactive = no such curve, though single readings can be large or run the other way; the % refers to the polarisation; note: potency is the fitted concentration of half-maximal effect; % is set by controls: 0 for no effect and ±100 for the full control effect
Target sequence (Q13526 whole entry, looked up): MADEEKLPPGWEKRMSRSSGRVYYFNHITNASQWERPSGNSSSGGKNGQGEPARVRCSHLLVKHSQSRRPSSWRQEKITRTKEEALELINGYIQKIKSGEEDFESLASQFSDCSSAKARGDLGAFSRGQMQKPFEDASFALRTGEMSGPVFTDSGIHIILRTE
PI4K2A block = PI4K2A (human) kinase inhibition; activity change, negative = inhibition, % at 76.9 µM; purified PI4K2A, ADP-Glo luminescence, 1 h; stronger effect = lower value; Q9BTU6; 0.13% of 420,000 active; in the data active = activity change below about -50%; inconclusive = mostly about -30% to -49%;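 note: -100% = wells without enzyme as full effect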
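ADP-Glo luminescence measured ADP generated by PI4K2A enzyme (4 ug/mL before mixing) with 1.2 mM PI substrate (pre-mix) and 300 microM ATP (pre-mix). Tris pH7.5 buffer with MgCl2, Triton X-100; 1 h reaction at ambient temperature.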
TrxR1 inh = inhibitors of rat thioredoxin reductase 1 | O89049 | 1% of 390,000 active | Potency, µM (top dose mostly 114 µM), for the others: at the highest dose activity change, negative = inhibition, hits mostly inhibitors | recombinant rTrxR1, NADPH fluorescence consumption, selenite substrate; note: potency is the fitted concentration of half-maximal effect; % is set by controls: 0 for no effect and ±100 for the full control effect; nearly all actives have a fitted effect of over 65% in size
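Rat TrxR1 (90 nM in the dispensed reagent) was pre-reduced with 400 uM NADPH for 5 min at room temperature, then incubated with compound for 15 min. After 400 uM selenite was added, NADPH fluorescence (Ex 340/Em 450 nm) was followed for 8 min.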
* = called active by the depositor; i = inactive; ? = inconclusive; · = not tested or not shown; [ ] = remark or other dose. Unless noted, calls come from the whole dose curve; as a rule, active = well fitted curve in the direction sought with a large enough effect; inconclusive = small, poorly fitted or top-dose-only effect, or another doubt; inactive = no such curve, though single readings can be large; an effect the other way counts as inactive or inconclusive.

No.	USP1 inh	GLS inh	PGK inhibitor	IDH1 R132H inh	HP1b binding inh	TrxR1 substrate	Pin1 inhibitor	PI4K2A block	TrxR1 inh	compound
1	-5%	-3%	-6%	4%	-3%	5%	4%	13	20%	O=C(N/C(=C/c1ccc(Br)cc1)C(=O)N1CCCCC1)c1ccccc1F
2	-9%	1%	0%	-1%	41%[activator]	4%	7%	-9	14%	CCCc1oc2ccc(NS(=O)(=O)c3ccc(OCC)cc3)cc2c1C(=O)OCC
3	-5%	-12%	i	4%	33%	-21%[57.1 µM]	5%	6	21%[57.1 µM]	CC(C)CN1CCN(Cc2nc3ccccc3s2)CC1CCO (centres undefined)
4	-17%	-2%	-3%	4%	63%[activator]	-8%	3%	0	-6%	CC1CC(C)CN(C(=O)/C(=C\c2ccccc2)c2ccccc2)C1 (centres undefined)
5	-7%	7%	-7%	-2%	?	-1%	1%	-6	4%	COc1ccc2sc(N(CCCN(C)C)C(=O)c3ccc(S(=O)(=O)N(C)Cc4ccccc4)cc3)nc2c1
6	-8%	4%	-2%	5%	?	-3%	2%	0	27%[57.1 µM]	NS(=O)(=O)c1ccc(CNC(=O)CCSCCC(=O)NCc2ccc(S(N)(=O)=O)cc2)cc1
7	4%	7%	-3%	2%	8%	-8%	5%	0	-10%	Cc1c(CCO)c(=O)n(C)n1C(=O)c1ccc(F)cc1
8	-21%	1%	i	4%	9%	7%	-12%	2	28%	COCCCNC(=O)CCn1c(=O)c2ccccc2n(Cc2cccc([N+](=O)[O-])c2)c1=O
9	?	4%	i	3%	2%	5%	-10%	-21	6%	COc1ccc(OC)c(-c2nnc(SCC(=O)N3CCCC3)o2)c1
10	-22%	1%	-7%	-8%	31%	3%	6%	-1	12%	COC(=O)c1ccc(NC(=O)CN2C(=O)NC3(CCC(C)CC3)C2=O)cc1 (centres undefined)
11	-14%	0%	-6%	0%	57%[activator]	11%	-2%	-14	25%	CC1CCN(C(=O)c2ccc3c(=O)n4c(nc3c2)CCCCC4)CC1
12	-15%	0%	1%	4%	3%	2%[57.1 µM]	-1%	-1	2%[57.1 µM]	CCOC(=O)C1=C(C)N(Cc2ccccc2)C(=O)NC1c1ccccc1OS(=O)(=O)c1ccccc1[N+](=O)[O-] (centres undefined)
13	-24%	-10%	-7%	-2%	33%	-3%	-2%	2	9%	CC1CCN(C(=O)C2COc3ccccc3O2)CC1 (centres undefined)
14	-19%	-13%	-2%	0%	35%	0%	-5%	6	-10%	Cc1cccc2cc(COC(=O)c3ccco3)c(=O)[nH]c12
15	-18%	3%	1%	-7%	10%	5%	-2%	-1	4%	O=C(NC1CCCCC1)c1sc(N2CCOCC2)nc1-c1ccccc1
16	-30%	7%	i	4%	30%	5%	10%	0	-16%	O=C(O)CCC(=O)N1N=C(c2cccs2)CC1c1cn(-c2ccccc2)nc1-c1ccccc1 (centres undefined)
17	-6%	1%	4%	17%	23%	-5%	3%	-1	7%[57.1 µM]	COc1ccc(OCCNC(=O)/C=C/c2ccccc2)cc1
18	-26%	1%	i	-1%	99%[activator]	0%	-6%	-1	16%	Cn1nc(C(=O)OCc2ccc(Br)cc2F)c2ccccc2c1=O
19	-21%	-1%	-5%	-5%	29%	4%	?	6	8%	O=C(Nc1ncc2c(n1)CC(c1ccco1)CC2=O)c1ccco1 (centres undefined)
20	-15%	8%	-7%	9%	-50%	6%	-7%	4	9%[57.1 µM]	COc1ccc(NC(=O)CN(C)C(C)C(=O)N2CCCCC2)cc1 (centres undefined)
21	-4%	3%	i	-5%	9%	-4%	0%	0	-5%	Cc1cnc(CN(C)C(=O)CC2C(=O)NCCN2CCCc2ccccc2)[nH]1 (centres undefined)
22	-18%	-5%	-7%	0%	68%[activator]	0%[57.1 µM]	-10%	1	6%[57.1 µM]	CC(C)c1ccccc1OCCNC(=O)c1cncc(Br)c1
23	-10%	1%	-5%	8%	18%	11%	-5%	2	-6%	C=C(C)c1cccc(C(C)(C)NC(=O)NCc2ccc(OC)c(OC)c2)c1
24	-1%	-9%	2%	1%	19%	-2%	5%	-2	4%	O=C(Nc1nc2ccccc2[nH]1)C1CCN(S(=O)(=O)c2cccs2)CC1

Compound profiles, as listed above. Screens in order: USP1 inh, GLS inh, PGK inhibitor, IDH1 R132H inh, HP1b binding inh, TrxR1 substrate, Pin1 inhibitor, PI4K2A block, TrxR1 inh
Entry for `Cn1nc(C(=O)OCc2ccc(Br)cc2F)c2ccccc2c1=O` : -26%, 1%, i, -1%, 99%[activator], 0%, -6%, -1, 16%
Entry for `O=C(Nc1ncc2c(n1)CC(c1ccco1)CC2=O)c1ccco1` (centres undefined) : -21%, -1%, -5%, -5%, 29%, 4%, ?, 6, 8%
Entry for `C=C(C)c1cccc(C(C)(C)NC(=O)NCc2ccc(OC)c(OC)c2)c1` : -10%, 1%, -5%, 8%, 18%, 11%, -5%, 2, -6%
Entry for `O=C(Nc1nc2ccccc2[nH]1)C1CCN(S(=O)(=O)c2cccs2)CC1` : -1%, -9%, 2%, 1%, 19%, -2%, 5%, -2, 4%
Entry for `COc1ccc(OCCNC(=O)/C=C/c2ccccc2)cc1` : -6%, 1%, 4%, 17%, 23%, -5%, 3%, -1, 7%[57.1 µM]

More compounds follow.
No.	USP1 inh	GLS inh	PGK inhibitor	IDH1 R132H inh	HP1b binding inh	TrxR1 substrate	Pin1 inhibitor	PI4K2A block	TrxR1 inh	compound
25	-9%	0%	-5%	13%	33%	-1%	0%	1	14%	CC1CCN(C(=O)CN(Cc2ccc(F)cc2)S(C)(=O)=O)CC1
26	-12%	11%	3%	1%	·	·	·	-3	·	CCN(CC(=O)Nc1c(F)cccc1F)C(=O)CSCc1ccc(C)cc1
27	-17%	-6%	-6%	2%	33%	-1%	-2%	7	-5%	CSCCC(NC(=O)CCNC(=O)c1ccccc1Cl)c1nc2ccccc2[nH]1 (centres undefined)
28	-22%	7%	-3%	3%	33%	181%[activator]	2%	-6	18%	Cc1ccc(NC(=O)c2sc3nc(N4CCOCC4)c4c(c3c2N)CC(C)(C)OC4)cc1
29	-26%	3%	-11%	-1%	18%	3%	0%	-5	23%	CCOc1ccc(NC(=O)c2ccc(N3CC4CC(C3)c3cccc(=O)n3C4)c(NC(=O)c3cccnc3)c2)cc1 (centres undefined)
30	-6%	6%	7%	2%	30%	6%	0%	-5	18%	C=CCN=C(C)C1=C(O)CCC1=O
31	-2%	-3%	1%	1%	58%[activator]	-14%	?	3	-12%	COc1ccc(C)cc1NC(=O)N1CC(C)Sc2ccccc21 (centres undefined)
32	-17%	3%	9%	-3%	9%[57 µM]	4%	-2%	5	-4%	COc1cc(S(=O)(=O)NC(Cc2c[nH]c3ccccc23)C(=O)O)ccc1NC(C)=O (centres undefined)
33	-15%	0%	i	12%	14%	20%[57.1 µM]	3%	3	24%[57.1 µM]	CCCn1c(=O)c2ccccc2n2c(Sc3nnnn3-c3ccccc3)nnc12
34	-17%	-10%	0%	8%	21%	-5%	8%	-3	0%	Cc1cc(C(=O)N2CCCC(N3CCN(c4cccc(Cl)c4)CC3)C2)nn1C (centres undefined)
35	0%	2%	1%	?	41%[activator]	-10%	6%	1	-6%	O=C(CCc1nc2ccccc2c(=O)[nH]1)NCCN1C(=O)S/C(=C\c2ccccc2Cl)C1=O
36	-13%	7%	8%	2%	42%[activator]	5%	-3%	6	10%	CC(=O)Nc1cccc(S(=O)(=O)N2CCCCCC2)c1
37	-19%	-6%	-6%	8%	-5%	7%	5%	1	4%	Clc1ccc(/C=C/c2ncc[nH]2)c(Cl)c1
38	-3%	11%	i	-6%	22%	-1%	0%	1	8%	O=C(c1ccccc1Cl)N(Cc1ccco1)c1ccccn1
39	-25%	-6%	-3%	-7%	42%[activator]	5%	3%	2	-29%	Cc1ccc(CNC(=O)c2c(-c3ccccc3)sc3ccccc23)o1
40	-13%	2%	i	0%	16%	8%[57.1 µM]	5%	-1	-4%	COc1ccc(OC)c(-n2c(CNC3CCN(Cc4ccccc4)CC3)nc3ccccc3c2=O)c1
41	-26%	-12%	-10%	10%	4%	-4%	-1%	-3	10%	O=C1CC(c2ccc(Cl)cc2)c2cc3c(cc2N1)OCCO3 (centres undefined)
42	-11%	-4%	-10%	0%	10%	-2%	-5%	-19	0%	Cc1cc(C)nc(-n2nc(C)c3c(=O)[nH]c(C(F)(F)F)nc32)n1
43	-2%	0%	-7%	-12%	2%	-7%[57.1 µM]	0%	0	9%[57.1 µM]	O=[N+]([O-])c1cccc(S(=O)(=O)N/N=C/c2ccc(O)cc2)c1
44	-19%	15%	-9%	1%	-35%	-12%	1%	0	-22%	Cc1cccc(-c2nc(Nc3ccc(N4CCOCC4)cc3)c3ccccc3n2)c1
45	-19%	11%	-4%	-3%	41%[activator]	2%	2%	3	14%	COCC(=O)Nc1ccc(N2CCN(c3ccccc3)CC2)c(F)c1
46	-24%	9%	13%	-7%	29%	-7%	27%	0	-13%	Cc1sc2nc(C3CC3)nc(SCC(=O)N3CCc4ccccc4C3)c2c1C
47	-17%	7%	-5%	-8%	38%[activator]	-2%	0%	-3	-18%	O=C(NC1CCCCC1)C(c1ccncc1)N(Cc1ccc(F)cc1)C(=O)c1ccccn1 (centres undefined)
48	-4%	2%	-2%	-1%	?	3%	-8%	-6	-8%	O=S(=O)(CS(=O)(=O)Oc1ccccc1)Oc1ccccc1
49	-9%	-5%	-2%	9%	23%	-2%	0%	3	-11%	CCOc1ccc(C2=Nn3c(CC)nnc3SC2)cc1

The list is partial; the hit share may differ from the screen's.
